# Screening data deposited in PubChem BioAssay by National Center for Advancing Translational Sciences (NCATS).
# EPAC2 agonist: qHTS for Agonist of cAMP-regulated guanine nucleotide exchange factor 4 (EPAC2): primary screen; actives 0.079% (n = 360,000); EPAC2 activation, biochemical qHTS; response scale: 100% = 6.5 mM cAMP response; Rap guanine nucleotide exchange factor 4 (Homo sapiens), Q8WZA2; Potency, µM (doses to about 154 µM), for the others: at the top dose activation, usual class: activators; further: potency means the concentration at half of the fitted maximal effect; nearly all actives have a fitted effect of over 50% in size
# Target sequence (Q8WZA2 whole entry, looked up): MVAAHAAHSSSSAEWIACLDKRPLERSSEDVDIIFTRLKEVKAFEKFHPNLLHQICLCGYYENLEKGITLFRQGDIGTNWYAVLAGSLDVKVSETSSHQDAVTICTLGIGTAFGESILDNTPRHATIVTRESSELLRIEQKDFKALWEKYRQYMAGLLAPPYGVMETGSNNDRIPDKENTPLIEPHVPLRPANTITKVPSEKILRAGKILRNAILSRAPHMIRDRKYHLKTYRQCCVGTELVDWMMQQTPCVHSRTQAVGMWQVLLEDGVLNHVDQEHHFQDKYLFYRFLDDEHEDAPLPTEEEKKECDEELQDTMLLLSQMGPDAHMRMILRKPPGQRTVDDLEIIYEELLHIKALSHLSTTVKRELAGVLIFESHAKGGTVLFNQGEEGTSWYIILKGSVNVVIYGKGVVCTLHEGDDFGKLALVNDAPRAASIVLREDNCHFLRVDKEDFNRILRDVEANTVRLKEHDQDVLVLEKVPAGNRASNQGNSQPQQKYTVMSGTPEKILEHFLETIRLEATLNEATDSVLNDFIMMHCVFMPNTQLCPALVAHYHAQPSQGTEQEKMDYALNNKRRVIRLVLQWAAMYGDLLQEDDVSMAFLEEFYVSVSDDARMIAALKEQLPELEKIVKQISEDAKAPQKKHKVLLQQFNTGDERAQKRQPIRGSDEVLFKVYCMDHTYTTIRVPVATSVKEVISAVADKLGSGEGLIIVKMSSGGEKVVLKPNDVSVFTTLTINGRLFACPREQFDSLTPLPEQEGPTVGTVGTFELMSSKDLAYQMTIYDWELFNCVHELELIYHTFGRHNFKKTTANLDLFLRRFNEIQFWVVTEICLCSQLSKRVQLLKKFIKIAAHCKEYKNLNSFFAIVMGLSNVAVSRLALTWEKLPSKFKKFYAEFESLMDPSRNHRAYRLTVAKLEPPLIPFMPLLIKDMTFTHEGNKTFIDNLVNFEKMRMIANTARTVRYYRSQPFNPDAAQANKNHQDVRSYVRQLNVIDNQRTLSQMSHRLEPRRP
#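 Fluorescence exchange assay: 100 nM EPAC2 with 250 nM RAP1B-BODIPY-GDP and 50 uM GDP; compounds tested as a concentration-titration series (qHTS). Loss of Rap1-bound BODIPY-GDP fluorescence read at 480/540 nm; data normalized to 6.5 mM cAMP.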
# CCT modulator: High-Throughput Screening for Modulators of Cytosolic Chaperonin Activity; activity change, % (concentration not given with the values), hits read low; actives 0.3% (n = 360,000); AID 651819, 2012; purified chaperonin ATPase assay, HTRF ADP detection, 30 min; in the data active means activity change below about -30%; further: on the % scale 0 is the no-effect control and ±100 the full control effect
#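 First, chaperonin was dispensed at 40 nM or 20 nM final depending on batch activity. Next, compounds were pinned at 76 uM and ATP added at 10 uM. After 30 min at 37 °C, ADP detection reagents ran 30 min at ambient temperature.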
# Nrf2 ARE act: qHTS of Nrf2 Activators; actives 0.31% (n = 410,000); AREc32 ARE-luciferase reporter (MCF7-derived line), luminescence, 24 h; Potency, µM (doses to about 46.1 µM), for the others: at the highest dose activation, most hits filed as activators; AID 624171, 2012; further: potency means the concentration at half of the fitted maximal effect; % of control where 0% means no effect; nearly all actives have a fitted effect of over 65% in size
#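 Cells of the AREc32 ARE-luciferase line are plated in OPTI-MEM containing 5% FBS and left overnight at 37 deg C. Compounds are pinned in, incubation continues 24 hr, and firefly luciferase signal is then measured.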
# EPAC2 antagonist: qHTS for Antagonist of cAMP-regulated guanine nucleotide exchange factor 2 (EPAC2): primary screen; Potency, µM (titrated, usually from 114 µM), inactives show at the top dose activity, negative = inhibition, hits mostly inhibitors; actives 0.18% (n = 360,000); Rap guanine nucleotide exchange factor 4 (Homo sapiens), Q8WZA2; AID 720708, 2013; EPAC2 GEF exchange of Rap1B-BODIPY-GDP, fluorescence; further: potency means the concentration at half of the fitted maximal effect; on the % scale 0 is the no-effect control and ±100 the full control effect; nearly all actives have a fitted effect of over 45% in size; many of its hits are not listed in these tables
# Mm-Cpn inhibitor: Inhibitors of TCP-1 ring complex (TRiC) of Methanococcus maripaludis (MmCpn): qHTS | Chaperonin Mm-Cpn (Methanococcus maripaludis) | purified Mm-Cpn ATPase, ADP Transcreener TR-FRET | Potency, µM (highest dose often 76.9 µM), inactives show at the top dose activity, negative = inhibition, actives largely listed as inhibitors | actives 0.031% (n = 330,000) | AID 504842, 2011; further: potency means the concentration at half of the fitted maximal effect; on the % scale 0 is the no-effect control and ±100 the full control effect; nearly all actives have a fitted effect of over 80% in size
#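 TR-FRET (320 nm excitation; 590 and 665 nm emission) reports ADP made from 10 uM ATP by 25 nM enzyme; compounds were preincubated 10 min, reaction run 30 min, both at 37°C.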
# Akt phos inh: HTS Assay for Inhibitors of Akt Phophorylation: Primary Screen; actives 0.32% (n = 360,000); activity change, % for hits at 50 µM; Neuro2A IGF-stimulated pAkt S473 HTRF, 20 min; stronger effect = lower value; in the data active means activity change below about -80%; inconclusive means mostly about -51% to -80%; further: on the % scale 0 is the no-effect control and ±100 the full control effect
#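 Single-point screen (50 µM final compound) in Neuro2A cells stimulated 20 min with 6 nM IGF at 37 deg C. After lysis, Ser473-phosphorylated Akt read by HTRF (ex 330 nm, em 615/665 nm) as the 665/615 ratio.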
# Nrf2 inh: Nrf2 qHTS screen for inhibitors. Potency, µM (highest dose often 46 µM), without a hit: at the highest dose activity change, negative = inhibition, usual class: inhibitors. actives 2.1% (n = 360,000). AID 504444, 2011. A549 ARE-Fluc reporter, luciferase luminescence, 18-24 h; further: potency means the concentration at half of the fitted maximal effect; on the % scale 0 is the no-effect control and ±100 the full control effect; nearly all actives have a fitted effect of over 60% in size
#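 Concentration-response testing used A549 ARE_Fluc cells at 5000 cells/well. Following an 18-24 h compound incubation, viability was read by fluorescence (Ex 405/Em 525) and luciferase output by luminescence.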
# A549 tox: Nrf2 qHTS screen for inhibitors: counterscreen for cytotoxicity; A549 ARE-Fluc cells, CellTiter-Fluor viability, 18-24 h; Potency, µM (highest dose often 46 µM), for inactives: top-dose activity change, negative = cytotoxicity, hits mostly inhibitors; actives 0.16% (n = 390,000); AID 504648, 2011; further: potency means the concentration at half of the fitted maximal effect; on the % scale 0 is the no-effect control and ±100 the full control effect
#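 A549 ARE_Fluc cells in 5% FBS OPTI-MEM were exposed to compounds in concentration-response for 18-24 h at 37 deg C. Viability was read by CellTiter-Fluor fluorescence (Ex 405/Em 525) after 30 min, before the luciferase read.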
# TGFb SMAD3 inh: qHTS for Inhibitors of TGF-b. actives 1.2% (n = 410,000). Potency, µM (titrated, usually from 46.1 µM), inactives show top-dose activity, negative = inhibition, actives largely listed as inhibitors. HepG2 CAGA-GFP TGF-b/SMAD3 reporter, GFP fluorescence, 18 h; TGF-beta stimulated, 500 pg/mL final; further: potency means the concentration at half of the fitted maximal effect; on the % scale 0 is the no-effect control and ±100 the full control effect; nearly all actives have a fitted effect of over 65% in size
#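 Using HEPG2 CAGA-GFP reporter cells at 1000 cells/well, we pinned test compounds, stimulated with recombinant TGF-beta (500 pg/mL final) and measured total well GFP after 18 h.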
# An asterisk follows results filed as active; i = inactive; ? = inconclusive; . = no result given; [ ] = remark or other dose. Unless noted, the call rests on the fitted dose curve; in most records, active means well fitted curve in the direction sought with a large enough effect; inconclusive means small, poorly fitted or top-dose-only effect, or another doubt; inactive means no such curve, though single readings can be large; an effect the other way counts as inactive or inconclusive. An excerpt; count on the stated rates, not on these rows.
# Below each compound – EPAC2 agonist | CCT modulator | Nrf2 ARE act | EPAC2 antagonist | Mm-Cpn inhibitor | Akt phos inh | Nrf2 inh | A549 tox | TGFb SMAD3 inh
> CC(C)C[C@@H](CN(C)N=O)N(C[C@H](Cc1ccccc1)N(CCc1ccccc1)N=O)N=O
 : 5% | -0.8 | 0.3% | -11% | . | i | -12% | 1% | -1%
> O=C(O)Cn1cc(F)c(=O)[nH]c1=O
 : 5% | -0.1 | 0.4% | 10% | . | i | -1% | 8% | 15%
> CCn1c(CCNC(=O)c2ccc(OC)c(OC)c2)nc2ccccc21
 : -1% | 1.1 | -0.3% | 6% | -2% | i | -15% | 11% | -11%
> O=C(CSc1nnc(Nc2ccccc2F)s1)NC1CCS(=O)(=O)C1 (stereo not given)
 : 1% | 0.7 | 2.4% | 4% | -2% | i | -7% | 11% | -8%
> CSc1ccccc1NC(=O)C(C)N(C)CC(=O)N1CCN(Cc2ccccc2)CC1 (stereo not given)
 : 10% | -1.8 | -0.5% | 2% | . | i | 6% | -1% | ?
> CC(OC(=O)c1ccc(Cl)cc1)C(=O)NCC1CCCCC1 (stereo not given)
 : 3% | -4.2 | -0.1% | 0% | -2% | i | -14% | -6% | 2%
> COc1nnc(-c2ccc(N3CCOCC3)c(NC(C)=O)c2)c2ccccc12
 : -2% | 0.3 | -0.7% | 8% | -3% | i | -12% | -1% | 28%
> O=S(=O)(c1ccccc1)c1nnn2c1nc(NCc1ccccc1)c1sccc12
 : . | . | -1.5% | . | . | . | -2% | 0% | 56%[activator]
> CC(=O)Nc1ccc(NC(=O)CSc2ncc(C(=O)Nc3ccccc3)c(=O)n2C)cc1
 : -9% | 1.5 | 3.1% | -1% | -7% | i | -5% | -4% | -19%
> COc1ccc(C2=Cc3ccccc3C(CC(=O)C3CC3)N2c2ccc(C#CCCO)cc2)cc1 (stereo not given)
 : 4% | -1.5 | 7.6% | ? | . | i | . | . | .
> CC1CCN(S(=O)(=O)c2cccc(C(=O)Nc3nccs3)c2)CC1
 : -5% | 1.7 | 0.0% | -1% | -2% | i | ? | -13% | -6%
> Cc1ccc(OC(=O)c2cccc(S(=O)(=O)N(C)C)c2)c(-n2nc3ccccc3n2)c1
 : 7% | 1.2 | 3.2% | 3% | -25% | i | . | -2% | 13%
> Cc1cc(C(=O)CSc2nnc(-c3ccc(Cl)cc3)n2C)c(C)n1CC1CCCO1 (stereo not given)
 : 1% | 1.9 | -1.1% | 10% | -4% | i | 7% | -9%[1.84 µM] | -13%
> O=C(C1CCCN(S(=O)(=O)c2ccc(Br)s2)C1)N1CCN(c2ccccc2F)CC1 (stereo not given)
 : . | . | -0.3% | . | . | . | 2% | 0% | -3%
> Cn1c(=O)n(C)c2cc(NS(=O)(=O)c3ccccc3)c(NCc3ccccc3)cc21
 : . | . | 13µM* | . | . | . | ? | 2% | -10%
> CSc1nc(-c2ccccc2)nc(NC(=O)C(C)C)c1C(C)=O
 : 2% | -2.0 | 16% | -16% | -2% | i | 2% | 0% | -13%
> CCc1cc2cc(C(=O)N3CCN(c4ccccc4)CC3)sc2s1
 : -11% | -2.2 | -0.5% | 8% | -3% | i | -9% | -7% | 10%
> CCc1ccc(S(=O)(=O)NCc2csc(C)n2)s1
 : 7% | -5.3 | -0.1% | 0% | 1% | i | ? | 1% | -7%
> CCCCn1c(N)c(N(CC(C)C)C(=O)c2cc(Cl)nc3ccccc23)c(=O)[nH]c1=O
 : -2% | -1.1 | -0.3% | 18% | 1% | i | ? | 3% | 4%
> COC(=O)c1ccc(/C=N/NC(=O)C(=O)NCc2ccccc2)cc1
 : -7% | 2.6 | -0.8% | -1% | 2% | i | 1% | -2% | 9%
> COCCN(CC(=O)Nc1ccccc1C(F)(F)F)C(=O)/C=C/c1cc(Cl)c2c(c1)OCCO2
 : 8% | -2.0 | 3.1% | -6% | . | i | -27% | 0% | -1%
> CCOc1ccc(-n2c(SCC(=O)O)nc3sc4c(c3c2=O)CCCC4)cc1
 : 0% | -0.1 | -1.4% | -5% | -8% | i | 6% | 5% | -7%
> CC(C)N(C(=O)[C@H]1C[C@H](CC(=O)NCc2cccc(C(F)(F)F)c2)C(=O)N2CCc3c([nH]c4cc(-c5ccco5)ccc34)[C@]12C)C(C)C
 : 3% | -1.2 | -1.6% | -7% | -3% | i | ? | ? | ?
> CCOc1ccc(-c2nnc(SCC(=O)c3ccc(Br)cc3)n2-c2ccccc2)cc1
 : . | . | -0.3% | . | . | . | ? | 6% | 4%
> O=C(Nc1cccc(OCC(=O)N2CCOCC2)c1)C1CCCCC1
 : 15% | -0.9 | -0.1% | -9% | 0% | ? | -9% | 2% | -3%
> CCc1cc(=O)oc2c(CN3CCN(C)CC3)c(O)c(Cl)cc12
 : -1% | 0.3 | -0.6% | -1% | -8% | i | 18% | ? | -4%
> CCOC(=O)N1CCc2c(sc3c2C(=O)NC(c2ccc(N(C)C)cc2)N3)C1 (stereo not given)
 : . | . | -0.5% | . | . | . | -16% | -18% | ?
> O=C(NCc1nnnn1-c1ccc(Cl)cc1)C(=O)c1c[nH]c2ccccc12
 : 20% | -1.3 | 0.0% | -3% | . | i | . | . | -14%
> Cc1ccc(/C=N\NC(=O)Cn2nnc3ccccc32)o1
 : -5% | 2.8 | -0.2% | 14%[57.1 µM] | 0% | i | ? | -6% | -3%
> COc1ccc(C)cc1-n1nnnc1SC(C)C(=O)NC1CCCC1 (stereo not given)
 : -1% | 0.4 | -0.2% | -7% | 0% | i | -13% | 12% | -2%
> N#Cc1cc2c(nc1SCc1ccncc1)CCC2
 : 2% | -1.1 | 0.5% | 1% | -5% | i | -17% | 2% | 13µM*
> Nc1nc2n(n1)C(c1ccco1)CC(c1ccc(F)cc1)N2 (stereo not given)
 : 13% | 0.3 | 0.2% | 8% | 0% | i | -1% | -3% | -1%
> O=S(=O)(/N=S1/CC=CCN1S(=O)(=O)c1ccccc1)c1ccccc1 (stereo not given)
 : 14% | -0.1 | 4.1% | -4% | 2% | i | -18% | 0% | ?
> Cc1ccc(Nc2nnc(SCC(=O)Nc3ccc(S(=O)(=O)N4CCOCC4)cc3)s2)cc1
 : 0% | -2.5 | 0.5% | 6% | -3% | i | 26% | 1% | -21%
> COc1cc(C2C3C(=O)N(Cc4ccccc4)C(=O)C3ON2c2ccccc2)cc(OC)c1O (stereo not given)
 : 5% | 0.6 | -0.5% | -3% | 0% | i | . | 1% | -32%
> CCOc1ccc(CCNC(=O)c2c(C)oc3ncn(CC(C)C)c(=O)c23)cc1
 : . | . | -0.6% | . | . | . | 5% | 1% | -6%
> CCc1ccccc1N1C(=O)c2cccc3c(N4CCOCC4)c([N+](=O)[O-])cc(c23)C1=O
 : 13% | 1.1 | -0.5% | 0% | 0% | i | ? | -16% | -7%
> COc1ccccc1-n1c(-c2ccco2)n[nH]c1=S
 : 2% | 2.5 | -0.9% | 2% | -7% | i | -3% | 5% | 10%
> O=C(NCCc1ccccn1)c1cccc(S(=O)(=O)N2CCc3ccccc32)c1
 : ? | 1.5 | 0.5% | -1% | 2% | i | ? | 4% | -1%
> Cc1cccnc1NC(=O)Cn1nc(C)c([N+](=O)[O-])c1C
 : 1% | -2.4 | -0.7% | 5% | 0% | i | . | 2% | -22%
> O=C(NC(=S)Nc1ccc(Br)cc1)C1CCCCC1
 : 6% | -0.8 | 0.3% | -9% | 1% | i | 8% | 0% | -16%
> S=C(NN=C(C1CC1)C1CC1)Nc1ccccc1
 : 8% | -1.2 | 3.0% | 2% | 1% | i | 23% | -1% | -4%
> CCOc1ccccc1OCC(=O)OCC(=O)NNC(=O)c1ccc([N+](=O)[O-])cc1
 : 3% | 1.3 | 0.0% | 10% | 0% | i | -2% | -2% | 17%
> O=C(NCc1ccccc1CN1CCCC1)C1CCN(C(=O)c2ccc(Cl)cc2)CC1
 : -5% | -1.6 | -1.2% | 0% | . | i | . | . | 0%
> Cc1c(Br)c(C(F)(F)F)nn1CC(=O)NCc1ccco1
 : 4% | -1.2 | -0.2% | 7% | -2% | i | 5% | 8% | 7%
> CC(C)[C@H](NC(=O)c1ccccc1)C(=O)OCC(=O)Nc1ccc(S(=O)(=O)N2CCOCC2)cc1
 : 4% | -1.1 | 0.0% | -5% | 0% | i | -7% | -8% | 5%
> CC(C)C[C@H](NC(=O)c1nc[nH]c1C(=O)NCc1ccc(CNC(=O)OC(C)(C)C)cc1)C(=O)OC(C)(C)C
 : -14% | -0.5 | 3.4% | -9% | 1% | i | ? | -9% | ?
> COc1ccc(C(CNC(=O)CCNS(=O)(=O)c2ccc(Br)cc2)N2CCCC2)cc1 (stereo not given)
 : -6% | -0.4 | -0.7% | -25% | -2% | i | 10% | 0% | 1%
> C/C(Cc1nnn(-c2cc(C)on2)n1)=N\O
 : 6% | -0.9 | 0.0% | 3% | 2% | i | 18% | 2% | -1%
> COCCCn1cc(CN2CC(N3CCN(C4CCN(C)CC4)CC3)CS2(=O)=O)nn1 (stereo not given)
 : 9% | 0.1 | 0.3% | 2% | . | i | . | . | .
> COC(=O)C1=C(C(=O)OC)C(c2cc(Cl)ccc2O)c2sc(=O)[nH]c2S1 (stereo not given)
 : 6% | -0.7 | 9.8% | 5% | -5% | i | 7% | -1%[1.84 µM] | ?
